ATXN viability: reduces viability in counter-screen for ATXN expression inhibitors; S2 cells (HEK-293 line with an ATXN2-luciferase reporter) viability, CellTiter-Fluor protease fluorescence, 24 h; Potency, µM (series often up to 56.7 µM), actives largely listed as cytotoxic; 400,000 tested, 0.49% active; AID 651635; further: potency means the concentration at half of the fitted maximal effect; nearly all actives have a fitted effect of over 40% in size
pAkt inh: blocks phosphorylation of Akt; Neuro2A IGF-stimulated pAkt S473 HTRF, 20 min; hits give low values; activity change, % for hits at 50 µM; 360,000 tested, 0.32% active; in the data active means activity change below about -80%; inconclusive means mostly about -51% to -80%; further: on the % scale 0 is the no-effect control and ±100 the full control effect
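Single-point screen (50 µM final compound) in Neuro2A cells stimulated 20 min with 6 nM IGF at 37 deg C. After lysis, Ser473-phosphorylated Akt read by HTRF (ex 330 nm, em 615/665 nm) as the 665/615 ratio.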
TGFb inhibitor: blocks TGF-b signaling; HepG2 CAGA-GFP TGF-b/SMAD3 reporter, GFP fluorescence, 18 h; TGF-beta stimulated, 500 pg/mL final; AID 588855; Potency, µM (series often up to 46.1 µM), without a hit: at the top dose activity, negative = inhibition, hits mostly inhibitors; 410,000 tested, 1.2% active; further: potency means the concentration at half of the fitted maximal effect; on the % scale 0 is the no-effect control and ±100 the full control effect; nearly all actives have a fitted effect of over 65% in size
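Inhibition of TGF-beta-driven CAGA-GFP reporter expression in HEPG2 cells is measured by cellular GFP fluorescence after 18 h stimulation with 500 pg/mL recombinant TGF-beta in 1% FBS medium at 37 degrees C.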
A549 tox: A549 cytotoxicity, counter-screen for Nrf2 inhibitors; A549 ARE-Fluc cells, CellTiter-Fluor viability, 18-24 h; 390,000 tested, 0.16% active; Potency, µM (highest dose often 46 µM), for the others: at the top dose activity change, negative = cytotoxicity, actives largely listed as inhibitors; further: potency means the concentration at half of the fitted maximal effect; on the % scale 0 is the no-effect control and ±100 the full control effect
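A549 ARE_Fluc cells in 5% FBS OPTI-MEM were exposed to compounds in concentration-response for 18-24 h at 37 deg C. Viability was read by CellTiter-Fluor fluorescence (Ex 405/Em 525) after 30 min, before the luciferase read.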
CCT modulator: changes cytosolic chaperonin activity; purified chaperonin ATPase assay, HTRF ADP detection, 30 min; activity change, % (test concentration not listed), hits read low; 360,000 tested, 0.3% active; AID 651819; in the data active means activity change below about -30%; further: on the % scale 0 is the no-effect control and ±100 the full control effect
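We incubate TRiC, 40 or 20 nM final, with library compounds at 76 uM and 10 uM ATP for 30 min at 37 °C. ADP formed is detected with Transcreener HTRF reagents after 30 min at room temperature.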
MmCpn inh: inhibitors of Methanococcus maripaludis chaperonin (MmCpn); purified Mm-Cpn ATPase, ADP Transcreener TR-FRET; Potency, µM (top dose mostly 76.9 µM), for inactives: top-dose activity, negative = inhibition, hits mostly inhibitors; 330,000 tested, 0.031% active; AID 504842; further: potency means the concentration at half of the fitted maximal effect; on the % scale 0 is the no-effect control and ±100 the full control effect; nearly all actives have a fitted effect of over 80% in size
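Reaction buffer contained 30 mM Tris pH 7.4, 100 mM KCl, 5 mM MgCl2 and 1 mM DTT. Mm-CPN (25 nM final) hydrolysed 10 uM ATP over 30 min at 37°C; ADP was read by HTRF.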
Nrf2 block: inhibitors of Nrf2 signaling | A549 ARE-Fluc reporter, luciferase luminescence, 18-24 h | 360,000 tested, 2.1% active | Potency, µM (highest dose often 46 µM), inactives show at the top dose activity change, negative = inhibition, hits mostly inhibitors; further: potency means the concentration at half of the fitted maximal effect; on the % scale 0 is the no-effect control and ±100 the full control effect; nearly all actives have a fitted effect of over 60% in size
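A549 ARE_Fluc cells, 5000/well, 5% FBS OPTI-MEM; compounds in dose-response, 18-24 h at 37 °C/5% CO2; CellTiter-Fluor viability read (Ex 405/Em 525), then BugLite luciferase luminescence = Nrf2 activity.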
Nrf2 activator: activates Nrf2 signaling; AREc32 ARE-luciferase reporter (MCF7-derived line), luminescence, 24 h; Potency, µM (doses to about 46.1 µM), for the others: top-dose activation, usual class: activators; 410,000 tested, 0.31% active; AID 624171; further: potency means the concentration at half of the fitted maximal effect; % of control where 0% means no effect; nearly all actives have a fitted effect of over 65% in size
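Luciferase luminescence (Steady-Glo, 30 min at room temperature) served as the read-out of ARE activation in AREc32 cells treated with compounds for 24 hr at 37 deg C.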
HepG2 viability: counter-screen for TGF-b inhibitors: cytotoxicity in HepG2 cells; Potency, µM (series often up to 46.1 µM), for inactives: top-dose activity change, negative = cytotoxicity, usual class: cytotoxic; 410,000 tested, 0.76% active; HepG2 CAGA-GFP viability, ATP luminescence, 18 h; further: potency means the concentration at half of the fitted maximal effect; some results filed as inactive show a strong effect at the top dose
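HepG2 CAGA-GFP cells (1000/well, DMEM with 1% FBS) received compound, then TGF-beta at 500 pg/mL final, and were incubated 18 hours at 37 degrees C. Viability was read by CellTiter-Glo luminescence. Media-only wells were set as complete cell-killing and DMSO as no toxicity.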
Active calls of the source: *; i = inactive; u = inconclusive; x = no result given; [ ] = another dose, or the depositor's remark. Unless noted, the call rests on the fitted dose curve; in most records, active means well fitted curve in the direction sought with a large enough effect; inconclusive means small, poorly fitted or top-dose-only effect, or another doubt; inactive means no such curve, though single readings can be large; an effect the other way counts as inactive or inconclusive.

SMILES | ATXN viability | pAkt inh | TGFb inhibitor | A549 tox | CCT modulator | MmCpn inh | Nrf2 block | Nrf2 activator | HepG2 viability
COCCNC(=O)c1ccc(Cl)c(Cl)c1 | i | i | 17% | 8% | -0.1 | 2% | u | 0.3% | -14%
Nc1c(C(=O)Nc2cccc(Cl)c2)sc2nc3c(cc12)CN(Cc1ccccc1)CC3 | i | x | -7% | 0% | x | x | -21% | 0.9% | -24%
CC(C)Oc1ccc(C(=O)N(Cc2ccco2)C2CCS(=O)(=O)C2)cc1 (stereo unspecified) | i | i | 2% | -8% | 1.0 | -1% | -4% | 0.0% | -7%
CC1(c2nnnn2-c2ccc3c(c2)OCCO3)CCC(=O)N1CC(F)(F)F (stereo unspecified) | i | i | x | x | -4.2 | x | x | -0.1% | x
O=C(Cc1ccc(Cl)cc1)NCC(=O)N1CCCCC1 | i | i | 2% | -4% | -4.5 | -1% | -6% | 0.6% | -8%
O=[N+]([O-])c1cccc(-c2ccc(/C=N/Nc3nc(N4CCCCC4)nc(N4CCCCC4)n3)o2)c1 | i | i | 5% | u | 1.3 | 1% | u | -0.1%[9.22 µM] | -40%
COc1ccc(-c2coc3cc(OC)cc(OC)c3c2=O)cc1 | i | i | 20% | 11% | 0.4 | x | 7% | 5.4% | -3%
O=C1[C@H]2[C@@H](/C=C/c3ccccc3)N3C(=O)CN(CC4CC4)C(=O)[C@@]3(Cc3ccccc3)[C@H]2C(=O)N1c1ccccc1 | i | i | 9% | 2% | -4.0 | -4% | -9% | -0.6% | 1%
O=C1OC2(c3ccccc31)c1ccccc1-c1ccccc12 | i | i | -16% | -19% | -2.0 | x | -6% | -0.1% | 2%
COC(=O)CCC(=O)N(C)CC1CCCN(CCc2cccc(C(F)(F)F)c2)C1 (stereo unspecified) | i | i | 5% | 1% | 0.2 | -2% | 1% | -1.2% | -18%
COc1ccc(C(O)c2nc(-c3cccc(C(F)(F)F)c3)cs2)cc1 (stereo unspecified) | u | i | u | x | -1.1 | x | x | 1.0% | -43%
COC(=O)c1ccc(S(=O)(=O)NCc2ccco2)o1 | x | i | -3% | -3% | -2.2 | -2% | 9% | -0.6% | -2%
Cc1ccccc1Nc1c(-c2ccc(N3CCOCC3)cc2)nc2ccc(Cl)cn12 | i | x | 7% | -14% | x | x | 8% | 3.7% | -9%
CCCc1nc2sc3c(c2c(=O)n1NC(=O)CCC(=O)OC)CCCC3 | i | i | -33% | 3% | -1.1 | -3% | -3% | -0.3% | -29%
Cc1cccc(C(=O)OC(C)C(=O)Nc2ccc(S(=O)(=O)N3CCCC3)cc2)c1O (stereo unspecified) | i | i | u | -7% | -0.1 | -2% | 0% | -0.3% | -19%
COc1ccc(C(=O)n2c(SC)nc3cc4c(cc32)OCCO4)cc1 | i | i | 10% | -1%[1.84 µM] | -1.3 | -6% | -14% | -0.7% | -24%
O=C(NNC(=O)c1ccc(F)cc1)c1ccncc1 | i | i | 6% | 0% | -4.6 | 1% | -4% | -0.3% | -57%
O=[N+]([O-])c1ccc(NN=Cc2cccc3ccccc23)cc1 | i | i | -1% | -2% | -0.2 | x | 4% | 0.1% | -19%
O=C(CCc1nc2ccccc2c(=O)[nH]1)OCC(=O)N1CCc2ccccc21 | i | i | u | 0% | 1.3 | 0% | 6% | 2.5% | -28%
CCOC(=O)c1[nH]c(C)c(CN(Cc2ccco2)C(=O)C(F)(F)F)c1C | i | i | -14% | -10% | -0.4 | 2% | -23% | -1.2% | -24%
COc1ccc(CNC(=O)CN2C(=O)NC3(CCCCCC3)C2=O)cc1 | i | i | -2% | 0% | -0.3 | -1% | -21% | 0.1% | 2%
CC1CN(Cc2ccccc2)c2nc3c(c(=O)[nH]c(=O)n3C)n2C1 (stereo unspecified) | i | i | 4% | -10% | 1.2 | -1% | -24% | -1.2% | -1%
CCc1ccc(N(C(=O)c2csnn2)C(C(=O)NC2CCCC2)c2cccnc2)cc1 (stereo unspecified) | i | i | -18% | -1% | 0.1 | 1% | -21% | 2.8% | -8%
CC(/C=C/c1ccccc1)=N/NC(=O)CNC(=O)c1ccc2c(c1)OCO2 | i | i | 9% | -8% | 1.1 | -1% | 14% | -0.3% | 5%
CC1=CC(C)(C)N(C(=O)CN2C(=O)CCC2=O)c2ccccc21 | i | i | -20% | -2% | -0.8 | 2% | 2% | 0.6% | -10%
The list continues.
SMILES | ATXN viability | pAkt inh | TGFb inhibitor | A549 tox | CCT modulator | MmCpn inh | Nrf2 block | Nrf2 activator | HepG2 viability
CCOC(=O)c1c(-c2ccc(-c3ccccc3)cc2)csc1NC(=O)CCN1CCOCC1 | i | i | u | -9% | 0.5 | 1% | u | 21% | -4%
C=CCNc1nc(-c2cccc(OC)c2O)nc2ccccc12 | i | i | -15% | x | -3.3 | -4% | u | 7.7% | -4%
O=C(Cc1ccc(Cl)cc1)NCC(c1cccs1)S(=O)(=O)c1ccc(Cl)cc1 (stereo unspecified) | u | x | u | -4% | x | x | x | 1.2% | -28%
CCN1C(=O)c2ccccc2S(=O)c2ccc(C(=O)N3CCN(c4ccccc4)CC3)cc21 (stereo unspecified) | i | x | -6% | 16% | x | x | u | -0.6% | 17%
COc1ccc(N2CCN(C(CNS(=O)(=O)c3cccs3)c3cccnc3)CC2)cc1 (stereo unspecified) | i | i | -10% | -9% | -8.7 | -2% | -2% | -1.1% | -5%
CC(=O)c1c(C)[nH]c(C(=O)OC(C)C(=O)Nc2cc(S(=O)(=O)N3CCCCC3)ccc2Cl)c1C (stereo unspecified) | i | i | 4% | 10% | -2.5 | -1% | u | -0.7% | 7%
CN1CCCC1CCNS(=O)(=O)c1ccc(Br)cc1 (stereo unspecified) | i | i | u | 4% | -0.1 | 1% | -7% | -0.3% | -17%
CC(C)CCN=CC1=C(O)CC(c2ccccc2)CC1=O (stereo unspecified) | i | i | -27% | 0% | -1.0 | -1% | u | 2.4% | 5%
CCc1c(C)nc2ncnn2c1Nc1ccc(C)cc1 | i | i | -9% | -2% | -5.4 | 2% | -3% | -0.6% | -1%
CNCCC=C1c2ccccc2CCc2ccccc21 | i | i | 54%[activator] | 0% | 0.4 | -3% | 6% | 6.0% | -35%
O=C(CN(CCO)c1ccccc1)NC12CC3CC(CC(C3)C1)C2 | i | i | -26% | -5% | 0.3 | 0% | 0% | -0.3% | -17%
CCOc1ccc(C/C(N)=N/n2cnnc2)cc1 | i | i | -4% | -6% | 0.1 | -4% | -12% | -0.7% | -6%
Cc1nc2c(n1C1CCCCC1)C(=O)c1ccccc1C2=O | i | i | u | u | -0.1 | 1% | u | 3.1% | -32%
CCSc1ccccc1C(=O)NCc1cccnc1 | i | i | 12% | 1% | -0.4 | 2% | -3% | -0.3% | -13%
CCc1nc2c(OCc3ccccc3C)cccn2c1N(C)C(=O)c1ccc(C)cc1 | u | i | u | x | -0.5 | x | x | 3.9% | -31%
COc1ccc(NC(=O)c2ccc(NC(=O)CN3CCN(c4ccccc4OC)CC3)cc2)cc1 | u | i | -12% | x | -2.1 | x | x | 5.0% | -23%
O=C1c2cccc3cccc(c23)C(=O)N1CCN1CCN(CC(O)COCc2ccc(Cl)cc2)CC1 (stereo unspecified) | u | i | 14µM* | u | -0.7 | -3% | 8% | 0.5%[9.22 µM] | 13µM*
CCOC(=O)c1c(NC(=O)Cn2nnc(-c3ccc(Cl)cc3)n2)sc(CC)c1C | i | x | 8% | 25% | 0.0 | 0% | -6% | 0.1% | -5%
[N-]=[N+]=CC(=O)c1ccnc(C(=O)C=[N+]=[N-])c1 | i | i | 3% | -8% | 1.7 | 0% | -20% | 2.7% | 0%
CCN(c1cccc(C)c1)S(=O)(=O)c1c(C)nc2sc(C)cn2c1=O | x | x | 7% | -5% | x | x | u | 0.2% | -10%
CCOc1ccccc1NC(=O)c1cnc2n(c1=O)CCS2 | i | i | -1% | -5% | -2.9 | -1% | -23% | -0.2% | -4%
N/C(=N\OC(=O)COc1ccccc1)c1ccc(Cl)cc1 | i | i | 8% | 6% | 3.1 | 3% | u | 2.9% | 8%
CCOC(=O)CSc1nnc2cc(C)c3ccccc3n12 | i | i | 15% | 0% | 2.7 | -2% | 18% | 0.4% | -8%
COc1cccc(CNC(=O)Cn2cc3c(n2)-c2c(oc(C(=O)N4CCOCC4)c2C)CC3)c1 | x | x | -18% | 2% | x | x | u | 4.0% | -13%
CCn1cc(C(=O)NCCCN2CCC(C)CC2)c2cc(OC)c(OC)cc2c1=O | i | i | -2% | 1% | 1.9 | -1% | 13% | 1.7% | 2%
CN(CCCC1CCCC1)C(=O)c1cc(COc2ccc(F)cc2F)on1 | i | i | 10µM* | -1% | -0.9 | -12% | 8% | 0.2% | 3%
Cc1ccc(C(=O)N(CC(=O)Nc2ccc(Cl)c(Cl)c2)Cc2ccco2)cc1 | i | i | u | 3% | -1.2 | 1% | -1% | -0.3% | -24%

Reprinted from the results shown (five entries):
SMILES | ATXN viability | pAkt inh | TGFb inhibitor | A549 tox | CCT modulator | MmCpn inh | Nrf2 block | Nrf2 activator | HepG2 viability
Cc1ccccc1Nc1c(-c2ccc(N3CCOCC3)cc2)nc2ccc(Cl)cn12 | i | x | 7% | -14% | x | x | 8% | 3.7% | -9%
CCCc1nc2sc3c(c2c(=O)n1NC(=O)CCC(=O)OC)CCCC3 | i | i | -33% | 3% | -1.1 | -3% | -3% | -0.3% | -29%
Cc1cccc(C(=O)OC(C)C(=O)Nc2ccc(S(=O)(=O)N3CCCC3)cc2)c1O (stereo unspecified) | i | i | u | -7% | -0.1 | -2% | 0% | -0.3% | -19%
COc1ccc(C(=O)n2c(SC)nc3cc4c(cc32)OCCO4)cc1 | i | i | 10% | -1%[1.84 µM] | -1.3 | -6% | -14% | -0.7% | -24%
O=C(NNC(=O)c1ccc(F)cc1)c1ccncc1 | i | i | 6% | 0% | -4.6 | 1% | -4% | -0.3% | -57%
